Screening data deposited in PubChem by Sanford-Burnham Center for Chemical Genomics.
MT1-MMP act inh: blocks activation of human MT1-MMP; P50281; HT1080 RFP-PRO-GFP cells, GFP/RFP ratio fluorescence, overnight; percent of plate control window, DMSO zero; GFP/RFP ratio change, % at 20 µM; hit rate 0.061% among 360,000;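 active = GFP/RFP ratio change of at least 30% with cell ATP level not reduced by more than half and red fluorescence within 50% of control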; note: strong numbers were not always called active
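Compound: 20 µM single dose, 1% DMSO / System: HT1080 RFP-PRO-GFP cells / Controls: DMSO and RFP-L50D-GFP cell wells / Read-out basis: GFP/RFP fluorescence ratio / Schedule: overnight compound exposure at 37 °C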
Rpn11 block: blocks the human proteasome subunit Rpn11; O00487; human 26S proteasome, Ub4-pepOG fluorescence polarization; 20S core pre-blocked with epoxomicin; calls only at 20 µM; hit rate 0.59% among 360,000; AID 588493;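 active = inhibition at 20 µM, scaled to each plate's controls, above about 33%, limit read from the data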
SUMO1 PPI mod: SUMO1-SIM interaction modulation; P63165; SUMO1 binding to a labelled peptide, TR-FRET, 1 h; inhibition, % at 20 µM; hit rate 0.33% among 360,000; AID 602429; in the data active = inhibition above about 37%
CendR NRP1 mod: modulators of CendR peptide binding to human neuropilin-1 | FAM-RPARPAR peptide binding to NRP-1, fluorescence polarization | inhibition, % at 25 µM | O14786 | hit rate 0.85% among 360,000;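 active = inhibition or corrected inhibition above about 18%, plus a signal ratio from 0.5 to 1.5, limit read from the data, passing the limit was not always enough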; note: strong numbers were not always called active
DNMT1 block: inhibitors of human DNMT1. DNMT1 molecular beacon, Hinp1I cleavage, fluorescence. inhibition (reported as % activation of signal), % at 10 µM. hit rate 0.83% among 360,000; in the data active = inhibition above about 50%
Target sequence (P26358 504-1616 limits assumed): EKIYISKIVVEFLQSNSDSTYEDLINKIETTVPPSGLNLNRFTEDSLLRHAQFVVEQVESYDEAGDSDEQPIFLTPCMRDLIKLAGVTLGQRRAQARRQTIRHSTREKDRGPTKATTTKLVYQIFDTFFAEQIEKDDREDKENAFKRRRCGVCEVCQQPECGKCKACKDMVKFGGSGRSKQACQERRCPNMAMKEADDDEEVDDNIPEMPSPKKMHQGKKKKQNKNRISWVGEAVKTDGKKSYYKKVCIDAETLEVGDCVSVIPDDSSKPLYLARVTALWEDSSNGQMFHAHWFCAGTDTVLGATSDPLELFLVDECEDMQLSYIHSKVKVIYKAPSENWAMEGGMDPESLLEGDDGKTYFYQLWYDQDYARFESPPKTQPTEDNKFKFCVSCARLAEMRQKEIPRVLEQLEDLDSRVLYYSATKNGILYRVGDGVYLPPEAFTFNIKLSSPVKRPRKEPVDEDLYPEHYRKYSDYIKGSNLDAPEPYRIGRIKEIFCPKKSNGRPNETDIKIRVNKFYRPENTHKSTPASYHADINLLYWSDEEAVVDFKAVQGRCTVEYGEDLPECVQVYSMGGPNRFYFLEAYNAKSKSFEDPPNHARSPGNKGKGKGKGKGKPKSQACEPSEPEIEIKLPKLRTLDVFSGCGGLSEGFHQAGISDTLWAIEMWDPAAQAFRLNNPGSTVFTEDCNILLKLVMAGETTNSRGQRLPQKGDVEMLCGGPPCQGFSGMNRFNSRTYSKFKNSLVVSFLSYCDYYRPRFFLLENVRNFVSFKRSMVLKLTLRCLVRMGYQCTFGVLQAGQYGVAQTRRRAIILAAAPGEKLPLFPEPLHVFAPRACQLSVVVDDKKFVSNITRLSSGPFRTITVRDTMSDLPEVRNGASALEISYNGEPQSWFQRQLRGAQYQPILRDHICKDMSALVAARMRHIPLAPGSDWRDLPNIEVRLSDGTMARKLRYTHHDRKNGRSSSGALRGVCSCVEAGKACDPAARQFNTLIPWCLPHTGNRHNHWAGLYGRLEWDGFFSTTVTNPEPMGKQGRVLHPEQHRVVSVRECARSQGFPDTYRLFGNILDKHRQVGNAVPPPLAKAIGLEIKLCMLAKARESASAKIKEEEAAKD
SKN-1 inh: blocks SKN-1 activity in C. elegans | hit rate 0.49% among 360,000 | inhibition, % at 21.8 µM | C. elegans VP596 Pgst-4::GFP/RFP ratio, acrylamide-induced, 24 h;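 active = interference check ratio from 0.5 to 1.5 plus GFP to RFP signal ratio inhibition reaching or exceeding a fixed threshold, cut at about 30% in these data, passing the limit was not always enough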; note: some compounds called inactive have numbers as strong as hits
NadD block: inhibitors of Staphylococcus aureus NadD; purified NadD enzyme, colorimetric absorbance read-out; inhibition, % at 20 µM; hit rate 0.78% among 360,000; AID 602399; in the data active = inhibition above about 26%; note: some compounds past the cut are filed as inactive
Scp-1 inhibitor: inhibitors of human Scp-1 phosphatase; Q9GZU7; AID 493091; inhibition, % at 20 µM; Recombinant Scp1, phosphopeptide, malachite green phosphate absorbance; hit rate 0.88% among 340,000;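 active = inhibition above about 50% at 20 µM, limit read from the data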;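 note: plate controls were DMSO wells with enzyme for no effect and wells lacking enzyme for full effect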
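Test system: SCP-1 phosphatase catalytic domain, residues 76-261 | Compound dosing: One concentration, 20 µM, with 1.0% DMSO | Schedule: 45 min room-temperature reaction, 5 min colour, 30 min stabiliser | Detection: Absorbance at 630 nm | Read-out basis: % inhibition of SCP-1 phosphate liberation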
STEP inh: inhibitors of human striatal-enriched phosphatase STEP; inhibition, % at 20 µM; hit rate 0.25% among 360,000; P54829; recombinant STEP, OMFP fluorogenic substrate, fluorescence;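 active = inhibition at 20 µM, scaled per plate between control wells, above about 37%, limit read from the data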;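 note: 0% = DMSO with enzyme and substrate and 100% = substrate only without enzyme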
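Measure: Control-normalized % inhibition with plate pattern correction | Test system: STEP phosphatase, cell-free reaction | Medium: pH 6.0 Bis-Tris with DTT and Tween 20 | Technique: Fluorescence, 480/540 nm | Times: Reaction 20 min, ambient temperature | Doses: Single compound dose of 20 µM, 1% DMSO final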
LMPTP block: LMPTP (human) inhibition | recombinant LMPTP-A, OMFP fluorogenic substrate, fluorescence intensity | hit rate 0.22% among 360,000 | P24666 | inhibition, % at 20 µM;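 active = compounds that cut the enzyme signal by at least half of the control window in the single-dose screen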;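 note: plate controls were DMSO wells with enzyme plus substrate for no effect and substrate without enzyme for full effect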
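Assay system: LMPTP-A, protein tyrosine phosphatase of low molecular weight / Medium: pH 6.0 Bis-Tris buffer with DTT and Triton X-100 / Schedule: 50 min enzyme reaction at room temperature, protected from light / Measured by: endpoint fluorescence intensity from OMFP dephosphorylation / Read-out basis: % inhibition relative to no-enzyme and uninhibited control wells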
Numbers without * were called inactive; i = inactive; nt = not tested or not shown. No enrichment for hits; about 3.9% have a hit in one of these screens.

#	SMILES	MT1-MMP act inh	Rpn11 block	SUMO1 PPI mod	CendR NRP1 mod	DNMT1 block	SKN-1 inh	NadD block	Scp-1 inhibitor	STEP inh	LMPTP block
1	Cc1cc(Cl)ccc1OCCCC(=O)NCCN1C(=O)S/C(=C\c2cccnc2)C1=O	-4	i	-16	-16	-12	14	-1	-3	-1	2.3
2	O=C(c1cccc([N+](=O)[O-])c1)N1CCN(C(=O)c2ccco2)CC1	0	i	-10	-9	0	5	-4	-3	2	-0.9
3	Cc1ccc(-n2ncc3c(NCc4ccccc4)ncnc32)cc1	1	i	4	-6	6	-8	-2	-7	8	0.1
4	Cc1ccc(CNC(=O)CCNC(=O)c2ccc(Br)o2)cc1	1	i	-1	0	0	-1	7	-3	1	-2.8
5	NC(=O)c1cc(-c2ccccc2)nc(Oc2ccccc2)n1	nt	i	-5	1	1	13	-5	0	-5	-0.3
6	CCCCn1nnnc1C(c1cc2ccccc2o1)N1CCN(C(=O)OCC)CC1 (stereo not drawn)	2	nt	0	11	nt	18	-2	nt	nt	-0.6
7	O=C(CCN1C(=O)C2CCCCC2C1=O)NNC(=O)c1cccc(Cl)c1 (stereo not drawn)	-2	i	3	-6	-4	7	-5	-1	-5	-0.8
8	CC(=O)Nc1cccc(NC(=O)CSc2nc(=O)n(CCN3CCOCC3)c3c2CCC3)c1	0	i	-2	3	1	11	-4	2	-2	0.7
9	Cc1cc(C(C)(C)C)oc1C(=O)N(CC(=O)NC1CCCC1)Cc1ccc(Cl)cc1	-32	i	0	6	0	7	1	0	-1	0.9
10	O=C(Nc1ccccc1)C1CC(=O)N(C2CCCCC2)C1 (stereo not drawn)	0	i	12	-14	-4	42*	-2	-2	-1	-1.9
11	O=c1[nH]c(=O)n(C2CC(O)C(CO)O2)cc1Br (stereo not drawn)	5	i	0	7	6	-6	0	-3	0	-1.0
12	O=C(Nc1ccc(N2CCN(C(=O)c3ccccc3)CC2)cc1)c1cc2ccccc2o1	-8	i	-2	-1	-8	2	5	-2	-1	1.5
13	O=C(CSc1nc(-c2ccc(F)cc2)cs1)N1CCOCC1	2	i	2	6	2	19	-8	0	4	-1.3
14	O=C(NCc1ccc2c(c1)OCO2)c1nn(-c2ccccc2)c(=O)c2ccccc12	-2	i	1	-3	0	-1	-5	-15	-3	1.8
15	CC(=O)Nc1cncc(-c2cccc(C(=O)NCCN(C)C)c2)n1	7	i	-8	-2	3	23	-2	nt	-5	-2.3
16	CCCOc1ccc(F)cc1-c1cc(C(=O)NCc2ccc(F)cc2)[nH]n1	-1	i	-1	-2	2	-9	0	nt	-1	3.7
17	O=C(NNS(=O)(=O)c1ccc(F)cc1)c1ccc(O)cc1	-3	i	5	-2	-3	-5	-4	-5	-2	-1.3
18	O=C(CCC1CCCN(C(=O)c2ccc3[nH]ccc3c2)C1)N1CCN(c2ccccn2)CC1 (stereo not drawn)	8	i	-1	-4	2	9	2	10	2	2.9
19	O=C(c1ccc(CNS(=O)(=O)c2cccc(C(F)(F)F)c2)cc1)N1CCOCC1	1	i	-4	-7	1	8	-9	-1	-3	-0.3
20	OCCN(Cc1ccccc1)Cc1ccccc1Cl	2	i	-2	0	2	4	-8	-10	2	-1.9
21	COc1ccc(C(=O)N/C(=C\c2ccc([N+](=O)[O-])cc2)C(=O)NC(CCSC)C(=O)O)cc1 (stereo not drawn)	4	i	-19	-9	-2	8	4	3	-1	-0.3
22	CC(C)(C)NC(=O)NC(=O)CN1c2cccc3cccc(c23)S1(=O)=O	12	i	-10	3	-4	-5	1	-2	1	-0.8
23	O=C(CCS(=O)(=O)c1cc(Br)cc2c1N(C(=O)C1CC1)CC2)NCC1CCCO1 (stereo not drawn)	1	i	1	-6	1	-20	-2	-4	-10	-0.9
24	CC(C)(C)c1ccc(OCC(O)CN2CCCC2)cc1 (stereo not drawn)	3	i	-4	8	1	-5	-4	-12	0	-1.1
25	Cc1nc2ncnn2c(C)c1CCC(=O)NCCc1ccccc1	-2	i	3	0	-2	7	-6	-1	1	-1.5
26	CCCOC(=O)C1=C(C)NC2=C(C(=O)CCC2)C1c1cccs1 (stereo not drawn)	10	i	-3	-2	1	-11	-7	-13	2	-0.6
27	Cc1cc2cc(CNC(=O)c3cccc([N+](=O)[O-])c3)ccc2n1C	-1	i	-24	12	-2	47*	-4	-9	2	0.1
28	CC(C)(C)c1ccc(-c2nnc(SCC(=O)NC3CCS(=O)(=O)C3)n2N)cc1 (stereo not drawn)	-6	i	2	2	4	-7	-2	3	2	-0.5
29	N#Cc1c(Nc2ccc(F)cc2)sc(C(=O)c2ccc(F)cc2)c1N	7	i	-6	0	-1	-1	-7	-3	-2	0.9
30	COc1ccc(NC(=O)C2CCN(C(=O)c3ccccc3)CC2)cc1OC	-4	i	0	2	-1	-13	-3	-3	4	-0.3
31	CCNc1nc(N)nc(Oc2ccc(OCC)nn2)n1	3	i	2	-7	1	3	-2	-5	-3	-0.8
32	C[C@@H]1CCCCO[C@H](CN(C)Cc2ccc3c(c2)OCO3)[C@@H](C)CN([C@H](C)CO)C(=O)c2cc(NC(=O)c3ccccc3)ccc2O1	-1	i	-1	-10	-1	-3	11	nt	-1	-0.9
33	COCCCNC(=O)CC1C[C@H](C(=O)N2CCOCC2)[C@@]2(CCC3CCCC3)c3[nH]c4ccc(OC)cc4c3CCN2C1=O (stereo partly drawn)	0	i	2	0	2	-5	-4	-2	0	-0.2
34	CCc1cc(-c2n[nH]c(=S)n2C(C)c2ccccc2)cs1 (stereo not drawn)	5	i	-2	-5	3	4	5	3	3	-0.8
35	COC(=O)c1ccc(CN2CCN(CC=C(C)C)C(CCO)C2)cc1 (stereo not drawn)	1	i	-4	-5	2	13	4	-5	2	0.8
36	CC1(C)C([N+](=O)[O-])C(c2ccc(Cl)cc2)NC(c2ccc(Cl)cc2)C1[N+](=O)[O-] (stereo not drawn)	7	i	1	12	-7	23	2	-3	-1	3.3
37	Cc1cc(C)c(S(=O)(=O)N2CCOC2CNC(=O)C(=O)NCCc2c[nH]c3ccccc23)c(C)c1 (stereo not drawn)	-1	i	8	-14	-21	18	-3	-12	1	1.5
38	CC1(C)C[C@H]2C3=CCC4[C@@]5(C)CC[C@H](O)C(C)(C)C5CC[C@@]4(C)[C@]3(C)[C@@H](O)[C@@H](O)[C@@]2(CO)[C@@H](O)[C@@H]1O (stereo partly drawn)	-2	i	0	-15	13	15	5	-1	-1	-0.8
39	CCCc1nc2nc(C)c(NS(=O)(=O)c3ccc(C4CCCCC4)cc3)c(=O)n2[nH]1	0	i	8	3	3	14	9	-3	0	0.9
40	N=C1C(c2nc(-c3ccc(Br)cc3)cs2)=C(O)CN1NC(=O)c1ccc([N+](=O)[O-])cc1	5	i	-4	4	56*	5	7	-3	5	25
41	COC(=O)c1ccc(CN2C(=O)NC(c3ccccc3)(c3ccccc3)C2=O)o1	5	i	0	8	2	2	-5	-9	-1	0.8
42	CCC(=O)NC(=S)NNC(=O)c1ccc(NC(=O)c2ccccc2)cc1	4	i	9	5	1	5	4	-11	-1	-0.1
43	CCC(C)N(C(=O)c1csnn1)C(C(=O)NC1CCCC1)c1c(F)cccc1Cl (stereo not drawn)	-2	i	2	14	2	-8	-5	-3	0	-0.6
44	Cc1ccc(S(=O)(=O)N2CCC[C@H]2C(=O)Nc2ccc(F)cc2C)cc1	1	i	0	-8	15	23	-5	-2	-1	0.1
45	COC(=O)c1cc2c(s1)-c1ccccc1CC2	-5	i	-11	4	-3	-1	-7	-14	1	2.2
46	OC1C2CN3CCN(C2)CC1(Cc1ccccc1)C3 (stereo not drawn)	2	i	-1	1	-2	-1	-9	3	-2	-3.2
47	CN1CCN(c2cc(C(F)(F)F)nc(-c3ccccn3)n2)CC1	4	i	-4	3	0	-7	6	-6	5	1.3
48	Cc1ccc(/C=N/NC(=O)COc2ccc(Cl)c(C)c2)o1	1	i	-7	6	2	-4	-5	-7	1	1.5
49	O=C(c1cccc(F)c1)N1CCN(C(=O)C(c2ccccc2)c2ccccc2)CC1	-1	i	-3	-1	-1	-1	-4	-7	1	-1.0
50	CCn1c(Cc2ccccc2)nnc1SCC(=O)c1c(N)n(C2CC2)c(=O)[nH]c1=O	-1	i	-1	2	4	-5	-3	-5	2	-0.2
51	O=C(Nc1ccc(Cl)cc1)NC1CCCCC1	3	i	-1	3	-2	8	-2	6	-2	-1.3
52	CCN(CC)CCNC(=O)c1ccc(NC(=O)c2ccc(S(=O)(=O)N3CCCC3)cc2)cc1	4	i	-5	-2	-2	7	3	-2	-3	-0.2
53	CC(C)NC(=O)COc1coc(CN2CCN(C(=O)c3ccco3)CC2)cc1=O	3	i	1	1	3	2	0	19	4	0.5
54	Cc1cccc(-c2cccc(NC(=O)C3CCCN(C(=O)c4cccnc4)C3)c2)c1 (stereo not drawn)	-2	i	1	-19	-4	1	-5	-5	-2	2.1
55	CCOC(=O)c1c(C)n(C)c2ccc(OCCN(C)C)cc12	6	i	2	8	9	-1	-7	1	-8	0.6
56	CC1CCC(NC(=O)C2c3ccccc3C(=O)N2Cc2cccs2)CC1 (stereo not drawn)	0	i	-1	4	-2	1	-4	-5	-2	-1.2
57	CCOC1CCCc2oc(-c3ccc(OC)cc3)c(C#CCCO)c21 (stereo not drawn)	4	nt	-4	-13	nt	-2	-2	nt	nt	0.1
58	NC(=O)c1cc([N+](=O)[O-])ccc1NCc1ccc(C(=O)O)cc1	3	i	-21	3	2	13	-7	-4	-2	-0.1
59	CCOCCn1c(CN2CCN(C(=O)c3ccco3)CC2)nc2c1c(=O)n(C)c(=O)n2C	-1	i	5	-4	7	-8	-5	2	1	-0.7
60	COc1cc(C(=O)NCC(C)C)cc(OC)c1OC	0	i	-2	6	3	-21	2	5	-1	-1.2
61	Cc1nccn1CC(=O)N/N=C/c1c[nH]c2ccccc12	2	i	-4	-2	0	15	-1	5	2	0.2

Molecules from the list above containing a COOH group:
#	SMILES	MT1-MMP act inh	Rpn11 block	SUMO1 PPI mod	CendR NRP1 mod	DNMT1 block	SKN-1 inh	NadD block	Scp-1 inhibitor	STEP inh	LMPTP block
21	COc1ccc(C(=O)N/C(=C\c2ccc([N+](=O)[O-])cc2)C(=O)NC(CCSC)C(=O)O)cc1 (stereo not drawn)	4	i	-19	-9	-2	8	4	3	-1	-0.3
58	NC(=O)c1cc([N+](=O)[O-])ccc1NCc1ccc(C(=O)O)cc1	3	i	-21	3	2	13	-7	-4	-2	-0.1
